Screening data from PubChem BioAssay.
Hsp90 block: displaces geldanamycin probe from tumor Hsp90. NCI-N417 lysate Hsp90, Cy3B-geldanamycin FP displacement. inhibition, % at 30 µM. 64,000 tested, 0.35% active. AID 429;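 active = inhibition above 50%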;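 also: 0% = tracer plus lysate wells and 100% = tracer alone without lysate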
Abs 340nm: compounds absorbing at 340 nm; compound absorbance at 340 nm, fold over control; fold change at 10 µM; 65,000 tested, under 10 active;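 active = at 10 µM dose, initial 340 nm absorbance at least 2 fold that of control wells; inactive = change under 2 fold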;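 also: initial absorbance extrapolated from kinetic A340 decline of NADH oxidation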
Cdc25B inh: human M-phase inducer phosphatase 2 inhibition. P30305. recombinant Cdc25B, OMFP fluorescence Ex485/Em525. inhibition, %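 (compounds tested at 10 µM final in the well)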. 65,000 tested, 0.1% active; in the data active = inhibition above about 50%
JNK3 inh: blocks human JNK3 kinase activity | 60,000 tested, 0.61% active | inhibition, % at 8 µM | AID 746 | purified JNK3 kinase activity, HTS; in the data active = inhibition above about 17%;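 also: 0% = DMSO and 100% = reference inhibitor; many of its hits are not listed in these tables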
Target sequence (P53779 whole entry, looked up): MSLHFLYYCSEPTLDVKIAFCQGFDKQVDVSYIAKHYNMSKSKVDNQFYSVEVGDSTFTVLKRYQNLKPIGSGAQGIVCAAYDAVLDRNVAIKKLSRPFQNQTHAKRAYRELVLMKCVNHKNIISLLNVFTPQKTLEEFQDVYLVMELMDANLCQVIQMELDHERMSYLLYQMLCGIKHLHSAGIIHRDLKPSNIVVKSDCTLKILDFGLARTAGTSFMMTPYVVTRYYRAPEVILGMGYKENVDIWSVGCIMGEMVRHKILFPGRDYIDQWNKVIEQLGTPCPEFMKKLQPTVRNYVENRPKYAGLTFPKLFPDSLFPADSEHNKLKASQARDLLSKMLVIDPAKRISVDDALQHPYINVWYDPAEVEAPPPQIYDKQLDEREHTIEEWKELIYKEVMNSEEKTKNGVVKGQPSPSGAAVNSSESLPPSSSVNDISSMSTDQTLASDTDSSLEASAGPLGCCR
Her2 expr inh: inhibitors of human Her2 kinase expression; HER2 level % of control, % at 10 µM; SKBR-3 HER2 protein level, AlphaScreen, 18-24 h; active compounds read low; 65,000 tested, 0.69% active;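 active = HER2 level under 5% of the carrier-only control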;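 also: 100% = DMSO carrier and 0% = 500 nM PU-H71 HSP90 inhibitor; lower value means stronger loss of Her2 protein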
MKP-1 inh: human dual specificity phosphatase 1 inhibition | P28562 | recombinant MKP-1, OMFP hydrolysis fluorescence | inhibition, %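 (compounds tested at a single concentration somewhere between 10 and 100 µM)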 | 65,000 tested, 0.15% active | AID 374;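 active = inhibition above about 50%, limit read from the data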;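 also: 0% = DMSO max control wells and 100% = wells with enzyme stopped by NaOH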
Target sequence (P28562 whole entry, looked up): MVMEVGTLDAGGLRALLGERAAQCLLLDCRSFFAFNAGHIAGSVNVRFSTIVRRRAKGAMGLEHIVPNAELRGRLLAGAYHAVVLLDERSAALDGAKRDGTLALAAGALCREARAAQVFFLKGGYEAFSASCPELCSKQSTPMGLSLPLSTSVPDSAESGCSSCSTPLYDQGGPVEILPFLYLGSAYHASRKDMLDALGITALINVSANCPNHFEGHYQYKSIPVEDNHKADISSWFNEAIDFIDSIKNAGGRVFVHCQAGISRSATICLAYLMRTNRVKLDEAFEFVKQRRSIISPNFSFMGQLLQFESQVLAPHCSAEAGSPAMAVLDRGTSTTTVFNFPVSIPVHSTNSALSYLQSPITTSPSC
Fluor 339 460: intrinsic fluorescence of library compounds, ex339/em460 – biochemical, MLSMR library, data from DPM-DC assay, artefact control, profiling panel; fluorescence fold increase at 10 µM; AID 709; 65,000 tested, 5.5% active; compound autofluorescence, ex339/em460 nm, NADH buffer; active compounds read high; 1 = no-compound wells, NADH background;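 active = at 10 µM, mean starting fluorescence two-fold or more over control wells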;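 also: signal is the first read of a kinetic run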
ROCK2 inh: inhibitors of human Rho kinase 2 | purified ROCK2, Kinase-Glo ATP depletion luminescence | inhibition, % at 6 µM | 60,000 tested, 0.35% active;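 active = inhibition above the screen-wide mean inhibition plus 3 SD, cut at about 18% in these data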;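 also: plate controls were DMSO wells for no effect and Y-27632 control wells after no-enzyme background subtraction for full effect; many of its hits are not listed in these tables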
PKA kinase inh: inhibitors of human protein kinase A | P17612 | PKA Kemptide phosphorylation, Kinase-Glo ATP luminescence | inhibition, % at 6 µM | 65,000 tested, 0.1% active;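 active = inhibition above the screen-wide mean inhibition plus 3 SD, cut at about 21% in these data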; also: many of its hits are not listed in these tables
* marks the source's active call; other numbers are inactive results; . = no result given. An excerpt; rates above refer to the full screens.

SMILES	Hsp90 block	Abs 340nm	Cdc25B inh	JNK3 inh	Her2 expr inh	MKP-1 inh	Fluor 339 460	ROCK2 inh	PKA kinase inh
O=C(Nc1nncs1)c1c(F)c(F)c(F)c(F)c1F	3	1	-8	-7	92	5	1	7	3
CC(C)(C)c1nc(NCC2CCCO2)c2nnn(Cc3ccccc3)c2n1 (stereo not drawn)	-2	1	-1	5	107	31	1.2	1	-3
COC(=O)c1c(NC(=O)c2cccs2)sc2c1CCCC2	-4	1.1	-12	3	73	-10	2.2*	2	4
CCCCC(CC)C(=O)Nc1ccccc1C(=O)NC(C)C (stereo not drawn)	0	1	-9	0	101	14	1.1	7	2
COC1(c2cc(-c3ccccc3)nc(N)n2)CCCCC1	-2	0.99	-5	-5	100	12	1.3	3	10
O=c1ccc2c(o1)/C(=C/C=C(Cl)Cl)CCC2	-2	1.1	-1	-8	114	6	1.7	1	6
CC1=C(C(=O)NCc2ccc3c(c2)OCO3)C2(CCC(C)CC2)OC1=O (stereo not drawn)	-3	1	-15	-7	76	-4	1.1	3	-1
C=CCc1cccc2cc(C(=O)N3CCN(C(=O)OCC)CC3)c(=O)oc12	-4	1	-1	1	94	10	1.2	4	15
c1ccc(CNC2=NCCCC2)cc1	-2	1	2	4	73	-1	1	6	4
O=C(NCC1CCCO1)c1sc(=S)n2c1[nH]c(=O)c1ccc(C(=O)N3CCCCC3)cc12 (stereo not drawn)	-5	1	-11	5	96	29	1.1	6	10

In a second layout: 2 of the compounds above
Below each SMILES – Hsp90 block | Abs 340nm | Cdc25B inh | JNK3 inh | Her2 expr inh | MKP-1 inh | Fluor 339 460 | ROCK2 inh | PKA kinase inh
O=c1ccc2c(o1)/C(=C/C=C(Cl)Cl)CCC2
  -2 | 1.1 | -1 | -8 | 114 | 6 | 1.7 | 1 | 6
CC1=C(C(=O)NCc2ccc3c(c2)OCO3)C2(CCC(C)CC2)OC1=O (stereo not drawn)
  -3 | 1 | -15 | -7 | 76 | -4 | 1.1 | 3 | -1

Next records follow.
SMILES	Hsp90 block	Abs 340nm	Cdc25B inh	JNK3 inh	Her2 expr inh	MKP-1 inh	Fluor 339 460	ROCK2 inh	PKA kinase inh
Cc1cc(=O)oc2cc(OCc3nnc(-c4ccccc4Br)o3)ccc12	-5	1	5	4	121	21	4.5*	3	6
Cc1cc2nc(NC3=NCN(Cc4ccc5c(c4)OCO5)CN3)nc(C)c2cc1C	-7	1	3	2	-5.8*	-2	1.1	-1	4
CC(C)OC(=O)NCCOC(=O)Nc1cccc(Cl)c1	-3	0.92	-7	-11	123	7	1.1	3	6
COc1ccccc1NC(=O)CSc1nnc(C2CCCCC2)o1	-1	1	-22	7	104	-22	1.1	-2	-8
CC(=O)COC(=O)c1cccc(N2C(=O)C3C4C=CC(C4)C3C2=O)c1 (stereo not drawn)	2	1	5	1	97	-2	1	-2	-8
CC1(CCc2ccc3c(c2)OCO3)NC(=O)c2ccccc2N1 (stereo not drawn)	-5	1	-3	-2	94	-4	3.8*	1	1
O=C(CCc1ccccc1)Nc1cccc(-c2nnc(-c3ccco3)o2)c1	-1	1	-1	5	98	1	1.3	9	11
COCCn1c(C)cc(C(=O)COC(=O)CCc2ccc(S(=O)(=O)N3CCOCC3)cc2)c1C	-2	1	-16	.	101	36	1.1	.	-3
COc1ccc(O)c(C2NC(CC(C)C)(C(=O)O)C3C(=O)N(Cc4ccccc4)C(=O)C23)c1 (stereo not drawn)	5	1	0	-7	96	-3	1.1	-1	-2
CCN(CC)C(=O)c1cc2sc3ccccc3c2s1	-2	1.1	-19	9	118	2	1.1	4	10

Entries shown so far that contain two or more sulfur atoms (3):
SMILES	Hsp90 block	Abs 340nm	Cdc25B inh	JNK3 inh	Her2 expr inh	MKP-1 inh	Fluor 339 460	ROCK2 inh	PKA kinase inh
COC(=O)c1c(NC(=O)c2cccs2)sc2c1CCCC2	-4	1.1	-12	3	73	-10	2.2*	2	4
O=C(NCC1CCCO1)c1sc(=S)n2c1[nH]c(=O)c1ccc(C(=O)N3CCCCC3)cc12 (stereo not drawn)	-5	1	-11	5	96	29	1.1	6	10
CCN(CC)C(=O)c1cc2sc3ccccc3c2s1	-2	1.1	-19	9	118	2	1.1	4	10

New compounds follow:
SMILES	Hsp90 block	Abs 340nm	Cdc25B inh	JNK3 inh	Her2 expr inh	MKP-1 inh	Fluor 339 460	ROCK2 inh	PKA kinase inh
O=C(Nc1cccc(C(F)(F)F)c1)c1cccnc1	0	1	-7	5	112	-1	1.1	6	4
CNc1nnc(CSc2nc3ccccc3s2)s1	-3	0.99	0	1	110	-5	0.99	3	-3
CC1CCc2c(sc3ncnc(N4CCOCC4)c23)C1 (stereo not drawn)	.	1	-6	.	-29*	9	1.1	.	.
CCCNC(=O)CN(C1CCCCC1)S(C)(=O)=O	-4	1	-5	-3	89	-2	1.1	-6	4
Cc1ccc(NC(=O)C2C3C=CC4(CN(Cc5cccnc5)C(=O)C24)O3)cc1F (stereo not drawn)	-1	1	5	-1	79	8	1.1	0	6
C=CCNc1sc(C(=O)C2CC2)c(N)c1C#N	-10	1.2	-19	-6	105	-20	0.98	7	4
CCOC(=O)c1cnc2c(C(=O)OC)cccc2c1NCc1ccco1	-19	1.1	-4	.	141	-6	3.4*	.	4
O=C(NC1CCCC1)c1sc(=S)n2c1[nH]c(=O)c1ccccc12	-2	1.1	-12	7	66	11	1.2	5	12
CC1(C)CC(=O)c2cc(OCC(=O)NCCCN3CCN(c4ccc(F)cc4)CC3)ccc2O1	-2	1	-17	-3	84	-22	3.6*	6	8
Cc1cc(C)n(-c2nc3c(c(=O)[nH]c(=O)n3C)n2CC(C)C)n1	0	0.99	-9	10	103	4	1.1	-5	8
CCCC1=C(C(=O)OCC)C(c2cc(Cl)cc(OC)c2OCC(=O)OCC)NC(=O)N1 (stereo not drawn)	0	1.1	-18	-1	98	5	1.1	0	4
CCOC(=O)c1ccc(-n2c(N)c(C(=O)NCc3ccco3)sc2=S)cc1	-5	1.1	-17	.	123	-6	1.1	.	8
Cc1ccc(Nc2nc(N)nc(CN3CCCCCC3)n2)c(C)c1	-7	1	-9	0	82	-8	1	1	0
Nc1nnc(CC2=CCCCC2)s1	-2	1	-15	-9	111	-11	1	3	2
CC1(C)CC2CC(C)(CN2CC(=O)C(C#N)c2ccccc2)C1 (stereo not drawn)	-3	0.99	-11	0	105	-9	1.1	0	10
CCOc1ccc(-n2cc(C(=O)N3CCC(C)CC3)c3cc(OC)c(OC)cc3c2=O)cc1	-5	0.99	-3	4	101	-4	1.1	8	12
CCCCn1c2nc3ccccc3nc2c2c(=O)n(CCC(C)C)cnc21	-3	1	7	2	87	-17	1.8	1	-1
COc1ccc(S(=O)(=O)Cc2ccc(C(=O)N3CCN(c4cc(Cl)ccc4C)CC3)o2)cc1	0	1	-3	4	62	24	1	0	-4
CC1(C)CC(=O)C(C=N)=C(O)C1	-4	1	20	4	102	-10	1	10	5
CCOc1ncccc1C(=O)OCC(=O)N1CC(=O)Nc2ccccc21	0	0.99	0	6	91	-1	1	7	10
CCC(Sc1nc(-c2ccccc2)cc(=O)[nH]1)C(=O)O (stereo not drawn)	-2	1	-10	2	107	3	1.1	4	9
CCc1cc2c(N3CCN(c4nnc(CC)s4)CC3)ncnc2s1	-3	1	-6	7	61	17	1.1	3	-8
N#C/C(C(=O)c1ccccc1)=C1/SC=C(N)N1c1ccccc1	-54	1.1	2	3	93	38	1.1	7	7
C=C(C)COc1ccc(-c2nc(N)ncc2-c2ccc(OC)cc2)c(O)c1	4	1	-3	23*	100	2	1.1	2	6
Cn1c(SCc2ccc3c(c2)OCO3)nnc1-c1ccccc1	-2	1	-4	5	92	10	1	2	2
CC1(C)C=C(c2ccc(O)cc2)CC(C)(C)N1	-2	1	-15	-3	121	-3	1.1	9	8
O=C1c2ccccc2C(=O)N1c1n[nH]c(CCc2ccccc2)n1	1	1	-7	-1	92	11	1.1	2	10
CN1CCN(C(=O)C2CCN(S(=O)(=O)c3cnc[nH]3)CC2)CC1	-2	0.97	-7	-2	179	-6	1.1	2	4
COc1ccc2c3c(c(=O)oc2c1OCC(=O)C(C)(C)C)CCCC3	-1	1.1	-8	7	75	6	2.1*	5	5
Cc1ccc(CCNC(=O)C2CCCN(S(=O)(=O)c3cnc[nH]3)C2)cc1 (stereo not drawn)	-1	1	-7	1	100	-10	1.1	6	2
Cc1csc(SCC(=O)Nc2ccccn2)n1	-3	1	-10	2	68	-6	1.1	4	3
COc1ccc(-n2nnc3c(=O)n(CC(=O)N4CCC(C)CC4)cnc32)cc1	-1	1	-4	8	121	5	1.1	3	4
c1ccc(N2CCN(c3nnnn3-c3ccccc3)CC2)cc1	-2	1	1	-1	117	-3	1.1	6	6
CCOC(=O)N1CCC(NC(=O)C2CCC(Cn3c(=O)[nH]c4ccccc4c3=O)CC2)CC1 (stereo not drawn)	-5	1	0	8	110	12	1.1	2	8
O=C1CCCc2nc(N3CCN(Cc4ccccc4)CC3)ncc21	3	1	-12	-1	194	-21	1.1	0	4
C(=N/n1c2ccccc2c2ccccc21)/c1ccco1	-5	1	-15	-3	1.7*	3	1	6	8
O=C(O)c1cccc(N2C(=O)C3CC=C(Cl)CC3C2=O)c1 (stereo not drawn)	-1	1	0	-6	102	4	1.1	4	6
Cc1ccc(NC(=O)CCC(C(=O)O)N2C(=O)c3ccccc3C2=O)cc1 (stereo not drawn)	-1	1	-6	-1	115	-8	1.1	-4	-5
COc1cccc(Oc2cncnc2-c2ccc(OC)cc2O)c1	1	1.1	-3	4	94	-9	1.1	0	3
Cc1ccccc1-n1c(SCc2ccccn2)nc2n[nH]c(C)c2c1=N	-5	1	9	12	82	32	1.1	2	0

A draw from above in order of formula weight, largest number first.
SMILES	Hsp90 block	Abs 340nm	Cdc25B inh	JNK3 inh	Her2 expr inh	MKP-1 inh	Fluor 339 460	ROCK2 inh	PKA kinase inh
Cc1ccc(NC(=O)CCC(C(=O)O)N2C(=O)c3ccccc3C2=O)cc1 (stereo not drawn)	-1	1	-6	-1	115	-8	1.1	-4	-5
O=C1CCCc2nc(N3CCN(Cc4ccccc4)CC3)ncc21	3	1	-12	-1	194	-21	1.1	0	4
Cc1csc(SCC(=O)Nc2ccccn2)n1	-3	1	-10	2	68	-6	1.1	4	3

Additional compounds follow.
SMILES	Hsp90 block	Abs 340nm	Cdc25B inh	JNK3 inh	Her2 expr inh	MKP-1 inh	Fluor 339 460	ROCK2 inh	PKA kinase inh
O=C(NC1CCCCC1)C(c1ccc(F)cc1)N(Cc1ccco1)C(=O)Cn1nnc2ccccc21 (stereo not drawn)	-2	1	1	-2	112	25	1.1	4	4
COC(=O)c1ccccc1OCC(=O)NC1CCCCC1	-5	1	0	4	146	-8	1	2	0
CSCCC(NC(=O)C1CCC(C)CC1)C(=O)N1CCN(c2ccccn2)CC1 (stereo not drawn)	-5	0.98	-11	1	84	4	1.2	4	12
Cc1ccc(S(=O)(=O)c2cc3c(=O)n4ccccc4nc3n(CC3CCCO3)c2=N)cc1C (stereo not drawn)	-3	1	-4	3	73	5	2.2*	4	14
CCC(CC)C(=O)Nc1cccc(C(=O)N2CCCCCC2)c1	-4	1	-14	-1	112	7	1.1	2	5
Cc1csc(N(C(=O)c2cccc(S(=O)(=O)N(C)C)c2)c2ccccc2)n1	-4	0.99	-13	7	117	2	1.1	8	9
